# High-throughput results from PubChem BioAssay.
# Dynein cargo inh: dynein cargo transport inhibition; 3617.4 mouse cells, GR-EGFP nuclear translocation imaging; test concentration mostly 20 µM; stimulated with dexamethasone, 1 µM; stronger effect = lower value; z-score, hits read low; hit rate 0.47% among 220,000;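 active = plate z-score of nuclear minus cytoplasmic receptor signal below a set negative limit, without overly bright fluorescence or cell loss, cut at about -3.5 in these data, passing the limit was not always enough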;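 note: z-score of nuclear minus cytoplasmic ring GR-EGFP intensity difference per well; some compounds called inactive have numbers as strong as hits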
#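 Also added: dexamethasone, 1.0 µM final. Medium: tet-free, stripped-serum medium. Detection: fixed, Hoechst-stained cells imaged at 10x for EGFP. Read-out: nuclear-to-cytoplasmic GR-EGFP distribution per well. Times: induction 48 h, compound 1 h, agonist 30 min.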
# T cell modulator: T cell immune modulation candidate. 2C CD8+ T cell-vesicle binding, flow cytometry; stronger effect = lower value. calls only at 7 µM. hit rate 0.068% among 330,000;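 active = response, share of CD8 T cells binding vesicles, and their 90th percentile fluorescence all below set limits, cut at about 80% in these data, passing the limit was not always enough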
#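 Incubation: binding step 1.5 h, 37 °C, antibody labelling 20 min, ice; system: murine 2C transgenic CD8+ T lymphocytes; technique: cytometric PE anti-B7-1 and Alexa647 anti-CD8 signals after 1% paraformaldehyde fixation; also added: QL9-charged Drosophila Ld/ICAM-1/B7-1 vesicles; control set: naked versus QL9-loaded vesicles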
# Autophagy HCS: modulators of autophagy; calls only at 10 µM (by protocol); MEF GFP-LC3 puncta imaging; test concentration mostly 10 µM; hit rate 0.98% among 190,000;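 active = percentage of spot-positive cells more than 3 SD above its plate mean, without a fluorescence outlier flag or 80% toxicity; inconclusive = no clear call, values can overlap the other calls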;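 note: spot-positive cell cutoff set from DMSO-treated cells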
# Yfh1-off respiration: mitochondrial function rescue without frataxin homolog – Friedreich's ataxia, plus single-dose screen, dose response (AID 1465); hit rate 0.074% among 220,000; one-dose fold induction at 50 µM; EC50 in µM for titrated hits; S. cerevisiae Yfh1-off respiration, WST-1 reduction, 72 h; higher fold induction means a stronger effect;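 active = fold induction of absorbance versus untreated yeast above a set limit, then at least 30% activation at any dose in follow-up; inconclusive = repeats straddling the limit, or above it without dose testing; inactive = fold induction below the set limit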;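 note: activators that raise dye reduction in frataxin-depleted yeast; strong numbers were not always called active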
# M17LAP inhibition: P. falciparum M17LAP inhibitors, primary screen, biochemical, fluorogenic H-Leu-NHMec substrate, 1536-well (AID 1619) | recombinant M17LAP, H-Leu-NHMec fluorogenic kinetic assay; higher % means a stronger effect | one-dose inhibition, % at 30 µM; IC50 in µM for titrated hits | hit rate 0.38% among 220,000;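 active = compound inhibiting the enzyme by more than half at any dose during confirmatory dose-response retesting; inconclusive = strong single-dose inhibitors picked by rank but not retested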;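 note: plate controls were full reaction with DMSO carrier for no effect and no enzyme background for full effect; strong numbers were not always called active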
# b-catenin transl: beta-catenin nuclear translocation modulation; nuclear translocation activity, % at 5 µM; hit rate 0.3% among 190,000; HeLa beta-catenin nuclear translocation, immunofluorescence imaging;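 active = nuclear translocation activity above 50% at 5 µM, with a well cell count of 50 or more; inconclusive = wells under 50 cells across six images, flagged as toxic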;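 note: per-cell ratio of nuclear to cytoplasmic median beta-catenin stain intensity; plate controls were DMSO negative control for no effect and GSK-3 inhibitor IX positive control for full effect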
#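 Signal – beta-catenin immunofluorescence imaging with DAPI · Test system – human HeLa cell line · Dosing – 5 µM primary single dose, 0.1% DMSO, 0.02–20 µM confirmation series · Measure – % activation, nuclear-to-cytoplasmic median beta-catenin signal ratio per cell · Incubation – 24 h compound exposure at 37°C, 5% CO2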
# MT stabilize HCS: microtubule stabilization, imaging screen; HeLa tubulin immunostaining HCS, 24 h; share of cells brighter than vehicle mean+2SD; % tubulin-high responders, % at 10 µM; hit rate 0.83% among 200,000; AID 2205;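 active = plate Z-score above 3 for both tubulin-high and condensed-nucleus cell shares, with cell loss under 80%, at 10 µM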;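 note: anti alpha tubulin signal scored within the nucleus-defined area of each cell; some results filed as inactive read as strong as hits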
# P. falciparum M1AAP: P. falciparum M1AAP inhibitors, biochemical, fluorogenic H-Leu-NHMec substrate, 1536-well (AID 1445); recombinant M1AAP, H-Leu-NHMec fluorogenic kinetic assay; higher % means a stronger effect; one-dose inhibition, % at 30 µM; IC50 in µM for titrated hits; hit rate 0.42% among 220,000;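 active = primary inhibition above the hit cutoff, then over 50% inhibition at one or more dose response concentrations, cut at about 23% in these data, passing the limit was not always enough; inconclusive = conflicting primary data, or primary hits not chosen for dose response; inactive = low primary inhibition, or under 50% at every dose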;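 note: plate controls were DMSO full reaction for no effect and no enzyme background for full effect; strong numbers were not always called active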
# WT yeast gro inh: growth inhibition of WT yeast, mitochondrial fusion screen. mitochondrial fusion phenotypic screen, WT strain. inhibition, % at 10 µM. hit rate 2.1% among 190,000; in the data active = inhibition above about 58%; tested in S. cerevisiae
# WT yeast gro inh mutant strain: recorded beside WT yeast gro inh, whose call it bears; inhibition, %; mitochondrial fusion phenotypic screen, mutant strain inhibition
# Dynein cargo inh cytoplasmic EGFP: second read-out of Dynein cargo inh, no call of its own (marks repeat the call); z-score; measured here: cytoplasmic GR-EGFP intensity; stronger effect = higher value
# Dynein cargo inh nuclear GR-EGFP: further read-out of Dynein cargo inh, marked with its call; z-score; measured here: nuclear GR-EGFP intensity;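 lower value marks the stronger effect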
# Dynein cargo inh cell count: further read-out of Dynein cargo inh, marked with its call; z-score; measured here: cell count per field
# b-catenin transl cell count 5 µM: also measured in b-catenin transl; calls as there; cell count; measured here: cell count, cytotoxicity flag
# T cell modulator vesicle-bound %: recorded beside T cell modulator, whose call it bears; double positive events, %; measured here: CD8+ vesicle-bound cell fraction;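 binding gate set so that unloaded-vesicle control wells show 10% double positive cells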
# MT stabilize HCS Hoechst-high %: further read-out of MT stabilize HCS, marked with its call; % Hoechst-high responders; measured here: nuclear condensation Hoechst responders;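 share of cells brighter than vehicle mean plus two SD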
# MT stabilize HCS cytotoxicity %: further read-out of MT stabilize HCS, marked with its call; toxicity, %; measured here: cytotoxicity by cell density;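 0% = mean cell density of plate MIN control wells and 100% = no cells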
# Autophagy HCS cell loss 18 h: further read-out of Autophagy HCS, marked with its call; toxicity, %; measured here: cell loss, nuclei count;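 cell loss after 18 h compound exposure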
# Numbers without * were called inactive; i = inactive; ? = inconclusive; . = not tested or not shown.
SMILES,Dynein cargo inh,Dynein cargo inh cytoplasmic EGFP,Dynein cargo inh nuclear GR-EGFP,Dynein cargo inh cell count,T cell modulator,T cell modulator vesicle-bound %,Autophagy HCS,Autophagy HCS cell loss 18 h,Yfh1-off respiration,M17LAP inhibition,b-catenin transl,b-catenin transl cell count 5 µM,MT stabilize HCS,MT stabilize HCS Hoechst-high %,MT stabilize HCS cytotoxicity %,P. falciparum M1AAP,WT yeast gro inh,WT yeast gro inh mutant strain
COC/C=C/C1=CC2=CC(=O)C(C)(OC(=O)c3cnc4ccccc4n3)C(=O)C2=CN1Cc1ccc(OC)cc1 (stereo unspecified),-5.2*,1.3*,-2.4*,0.00066*,i,50,.,.,i,2%,3.8,1084,.,.,.,4%,.,.
CC(C)NC(=O)NC(=O)COC(=O)c1ccccc1F,0.036,-0.25,-0.19,-0.33,i,62,i,6,i,2%,-1.2,1142,4.2,2.1,7.4,1%,-16,1
O=S(=O)(c1cnc(Cl)c(Cl)c1)N1CCCc2ccccc21,-1.6,0.65,-1.1,-1,i,45,i,8,i,-1%,-1.8,551,4.4,1.7,5.3,-1%,-4,2
COc1ccccc1N1CCN(c2cc(N3CCCC3)nc(C)n2)CC1,0.11,-0.19,0.56,-0.37,i,6,i,-4,i,4%,0.6,427,3.3,1.7,5.2,-1%,-4,-12
O=S(=O)(c1cccc(-c2nnco2)c1)N1CCOCC1,0.23,-0.24,0.75,-0.76,i,38,i,-6,i,0%,-2.1,1149,2.7,1.7,6.3,-4%,-5,-13
COc1ccccc1N(C(=O)NCc1ccccc1)C1=NCC(C)S1 (stereo unspecified),-1.1,-0.16,-0.39,0.13,i,20,i,-5,i,-8%,.,.,3.0,3.8,10,5%,14,-1
COc1ccc(NC(=O)CSc2nc(C)cs2)cc1OC,-0.21,0.043,0.067,0.23,i,58,i,0,i,7%,.,.,0.8,1.1,9.8,-5%,11,-9
COc1cccc(-c2cc(C(=O)N/N=C/c3ccc(OC)c(COC(C)=O)c3)c3ccccc3n2)c1,-0.32,-0.22,-0.72,0.21,i,38,i,4,i,3%,.,.,2.4,2.6,8.5,4%,7,8
Cc1ccc(Sc2ncccc2COC(=O)Nc2ccccc2)cc1,-0.038,-0.16,-0.21,0.025,i,26,i,2,i,11%,1.5,1325,0.4,1.0,11,-4%,-12,-7
O=C(NCc1ccco1)c1cc2c(s1)CCCCC2,-0.99,-0.075,-0.36,-0.2,i,50,i,1,i,41%,-0.6,1098,1.6,0.3,25,11%,-17,10
Cc1ccnc(NS(=O)(=O)c2cc([N+](=O)[O-])ccc2C)c1,-0.91,-0.34,-0.58,0.79,i,17,i,3,i,11%,-1.4,1096,1.0,1.3,8.0,4%,-9,-9
CN1/C(=C/C=C(/C#N)C(N)=O)C(C)(C)c2ccccc21,-0.46,-0.17,-0.74,1.4,i,42,i,22,?,20%,.,.,20*,41*,42*,6%,20,9
CCN(CC)S(=O)(=O)c1ccc(Cl)c(C(=O)NC)c1,-0.56,-0.41,0.042,0.0089,i,53,i,-4,i,10%,0.1,910,3.4,2.8,11,7%,7,-2
O=C(Cc1ccccc1)c1c[nH]c(C(=O)NCCCN2CCOCC2)c1,-0.72,-0.35,-0.093,1.4,i,48,i,-5,i,-10%,3.5,1036,5.3,2.9,11,5%,-11,11
Cc1cccc(C(=O)O/N=C(/c2ccccc2)c2ccncc2)c1,0.2,-0.32,0.21,0.17,i,6,i,18,i,-9%,0.3,1565,1.6,0.5,1.0,5%,-17,10
CC(=O)/C=C\c1cn(-c2ncc(C(F)(F)F)cc2Cl)c2ccccc12,-1.6,0.65,-0.87,0.61,i,41,i,-4,i,10%,0.6,1122,3.3,2.8,5.1,0%,32,18
O=C(c1ccncc1)N1CCN(C(=O)c2cccc3ccccc23)CC1,2.6,0.0078,1.5,-2.2,i,49,i,7,i,5%,0.4,771,3.9,2.3,4.0,-6%,8,-3
Cc1cc(/C=C2\C(=N)N3C(SCc4ccccc4)=NSC3=NC2=O)c(C)n1Cc1ccccc1,-0.25,0.22,-0.23,-0.022,i,4,i,2,i,-2%,-2.8,1167,3.5,3.5,3.2,11%,-5,-6
O=C(Cn1c(C(F)(F)F)nc2ccccc21)Nc1ccccc1C(=O)O,0.49,-0.32,0.25,-0.7,i,60,i,6,i,4%,-3.0,1023,1.9,1.6,5.4,6%,-20,0
C=C(C)CNC(=S)N/N=C/c1c(F)cccc1F,1,-0.18,0.74,-0.85,i,50,i,28,i,1%,2.3,980,4.7,2.5,2.2,3%,19,25
Cc1ccc(S(=O)(=O)N/N=C/c2cc([N+](=O)[O-])ccc2O)cc1[N+](=O)[O-],-0.46,-0.2,-0.19,0.53,i,22,i,-9,i,37%,-3.3,1165,2.8,3.4,8.7,20%,-2,-2
CCC[n+]1c(C)sc2c3c(ccc21)CCCC3,0.64,-0.18,0.71,-0.73,i,42,i,-12,i,12%,0.9,1464,8.1,1.7,10.0,7%,39,8
Cn1c(=O)[nH]c(=O)c2c1nc(N(CCO)Cc1ccccc1)n2CCCc1ccccc1,-0.061,-0.29,-0.043,0.39,i,51,i,15,.,-1%,.,.,8.9,3.3,4.7,-1%,-17,4
CC(=O)c1cccc(NC(=S)NC(=O)C(C)C)c1,0.26,-0.33,0.28,0.79,i,36,i,5,i,9%,.,.,1.5,1.7,7.6,7%,14,4
O=[N+]([O-])c1cc2c(cc1/C=N/n1cnnc1)OCO2,-0.7,-0.27,-0.27,0.77,i,52,i,-13,i,4%,-0.2,1102,3.5,2.0,3.3,12%,-1,1
COc1ccccc1NC(=O)C1=C(C)Nc2nnnn2C1c1ccccc1OC (stereo unspecified),0.043,-0.26,0.36,0.33,i,3,i,-12,i,1%,-0.8,1051,3.6,1.5,5.9,5%,-1,-1

# Full records as entered above. Values in the order: Dynein cargo inh	Dynein cargo inh cytoplasmic EGFP	Dynein cargo inh nuclear GR-EGFP	Dynein cargo inh cell count	T cell modulator	T cell modulator vesicle-bound %	Autophagy HCS	Autophagy HCS cell loss 18 h	Yfh1-off respiration	M17LAP inhibition	b-catenin transl	b-catenin transl cell count 5 µM	MT stabilize HCS	MT stabilize HCS Hoechst-high %	MT stabilize HCS cytotoxicity %	P. falciparum M1AAP	WT yeast gro inh	WT yeast gro inh mutant strain
# CCC[n+]1c(C)sc2c3c(ccc21)CCCC3 is entered as 0.64	-0.18	0.71	-0.73	i	42	i	-12	i	12%	0.9	1464	8.1	1.7	10.0	7%	39	8
# O=[N+]([O-])c1cc2c(cc1/C=N/n1cnnc1)OCO2 is entered as -0.7	-0.27	-0.27	0.77	i	52	i	-13	i	4%	-0.2	1102	3.5	2.0	3.3	12%	-1	1
# Cc1ccc(S(=O)(=O)N/N=C/c2cc([N+](=O)[O-])ccc2O)cc1[N+](=O)[O-] is entered as -0.46	-0.2	-0.19	0.53	i	22	i	-9	i	37%	-3.3	1165	2.8	3.4	8.7	20%	-2	-2

# Some of the entries so far, as labelled records.
Cc1ccc(Sc2ncccc2COC(=O)Nc2ccccc2)cc1
  Dynein cargo inh = -0.038
  Dynein cargo inh cytoplasmic EGFP = -0.16
  Dynein cargo inh nuclear GR-EGFP = -0.21
  Dynein cargo inh cell count = 0.025
  T cell modulator = i
  T cell modulator vesicle-bound % = 26
  Autophagy HCS = i
  Autophagy HCS cell loss 18 h = 2
  Yfh1-off respiration = i
  M17LAP inhibition = 11%
  b-catenin transl = 1.5
  b-catenin transl cell count 5 µM = 1325
  MT stabilize HCS = 0.4
  MT stabilize HCS Hoechst-high % = 1.0
  MT stabilize HCS cytotoxicity % = 11
  P. falciparum M1AAP = -4%
  WT yeast gro inh = -12
  WT yeast gro inh mutant strain = -7
O=C(NCc1ccco1)c1cc2c(s1)CCCCC2
  Dynein cargo inh = -0.99
  Dynein cargo inh cytoplasmic EGFP = -0.075
  Dynein cargo inh nuclear GR-EGFP = -0.36
  Dynein cargo inh cell count = -0.2
  T cell modulator = i
  T cell modulator vesicle-bound % = 50
  Autophagy HCS = i
  Autophagy HCS cell loss 18 h = 1
  Yfh1-off respiration = i
  M17LAP inhibition = 41%
  b-catenin transl = -0.6
  b-catenin transl cell count 5 µM = 1098
  MT stabilize HCS = 1.6
  MT stabilize HCS Hoechst-high % = 0.3
  MT stabilize HCS cytotoxicity % = 25
  P. falciparum M1AAP = 11%
  WT yeast gro inh = -17
  WT yeast gro inh mutant strain = 10
